CatB mixtures: human cathepsin B inhibition by mixtures; P07858; inhibition, %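 (ten-compound pools at 5 µM per compound and 50 µM total)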; 62,000 tested, 0.06% active; Purified cathepsin B, AMC dipeptide fluorescence, compound mixtures; in the data active means inhibition above about 22%, passing the limit was not always enough;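 further: 0% = enzyme without compound and 100% = no enzyme blank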
CatB inh: inhibitors of human cathepsin B | P07858 | inhibition, %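 (tested at 10 µM)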 | purified cathepsin B, fluorogenic substrate, fluorescence | 63,000 tested, 0.1% active; in the data active means inhibition above about 21%;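 further: 0% = enzyme with no compound and 100% = no enzyme blank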
Cdc25B block: human M-phase inducer phosphatase 2 inhibition; P30305; recombinant Cdc25B, OMFP fluorescence Ex485/Em525; inhibition, %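 (compounds tested at 10 µM final in the well)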; 65,000 tested, 0.1% active; AID 368; in the data active means inhibition above about 50%
Target sequence (P30305 whole entry, looked up): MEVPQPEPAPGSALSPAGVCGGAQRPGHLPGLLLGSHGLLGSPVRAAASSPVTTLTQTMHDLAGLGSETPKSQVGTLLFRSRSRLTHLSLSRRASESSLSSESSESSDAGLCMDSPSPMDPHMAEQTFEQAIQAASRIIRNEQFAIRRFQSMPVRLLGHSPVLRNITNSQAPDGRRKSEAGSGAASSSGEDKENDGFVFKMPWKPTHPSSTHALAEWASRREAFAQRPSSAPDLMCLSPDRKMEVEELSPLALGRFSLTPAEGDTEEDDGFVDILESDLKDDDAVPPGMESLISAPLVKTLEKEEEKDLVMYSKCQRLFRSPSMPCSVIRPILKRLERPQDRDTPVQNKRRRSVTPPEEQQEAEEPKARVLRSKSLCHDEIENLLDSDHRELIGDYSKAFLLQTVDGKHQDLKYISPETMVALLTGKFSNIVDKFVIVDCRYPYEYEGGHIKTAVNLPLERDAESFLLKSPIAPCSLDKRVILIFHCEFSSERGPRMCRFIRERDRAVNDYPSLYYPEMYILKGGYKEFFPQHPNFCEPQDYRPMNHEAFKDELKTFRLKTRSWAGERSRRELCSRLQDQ
DUSP1 inh: human dual specificity phosphatase 1 inhibition; P28562; recombinant MKP-1, OMFP hydrolysis fluorescence; inhibition, %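 (compounds tested at a single concentration somewhere between 10 and 100 µM)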; 65,000 tested, 0.15% active; AID 374;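 active means inhibition above about 50%, limit read from the data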;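 further: 0% = DMSO max control wells and 100% = wells with enzyme stopped by NaOH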
Hsp90 block: displaces geldanamycin probe from tumor Hsp90; inhibition, % at 30 µM; AID 429; NCI-N417 lysate Hsp90, Cy3B-geldanamycin FP displacement; 64,000 tested, 0.35% active; P07900;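 active means inhibition above 50%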;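 further: 0% = tracer plus lysate wells and 100% = tracer alone without lysate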
AP ELISA ortho: orthogonal test for alternative complement pathway inhibitors; Human serum alternative complement pathway, LPS-coated ELISA, C3 deposition; tested in compound mixtures; inhibition, % at 5 µM; 62,000 tested, 0.08% active; AID 1235;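 active means inhibition above 30% in each of the two pooled mixtures holding the compound, so the lower value exceeds 30%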;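 further: 0% = serum in Mg-EGTA without compound and 100% = EDTA serum blank; some compounds past the cut are filed as inactive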
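Test system: human serum alternative complement pathway, C3 deposition on LPS-coated wells; also added: Plate-bound LPS; doses: 5 µM per compound in ten-compound mixtures; schedule: 1 h at 37 °C; detection: Anti-C3 ELISA, OD 450 nm; evaluation: percent inhibition of C3 deposition onto LPS; repeats: two pool placements per compound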
Ecoli tolC: E. coli tolC mutant growth inhibition | E. coli BW25113 tolC mutant growth, OD615 | growth inhibition, % at 10 µM (by protocol) | 65,000 tested, 2.2% active;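 active means growth inhibition at or above a cutoff equal to the mean over every tested compound plus 3 SD, cut at about 60% in these data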;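 further: growth measured after 20 h incubation at 37 °C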
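Material: E. coli BW25113 ΔtolC::kan, tolC deletion mutant strain. Measure: percent growth inhibition. Schedule: 37 °C, 20 h exposure. Doses: single-point testing at 10 µM. Signal: A615 absorbance measurement. Buffer or medium: kanamycin-containing LB broth (50 µg/mL).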
D1 mod: D1 dopamine receptor (human) allosteric modulation | P21728 | HEK293 D1, CRE-luciferase, dopamine EC30 potentiation; actives deviate in either direction | B-score at 10 µM | 58,000 tested, 5.9% active | AID 641;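 active means luminescence count or its row- and column-corrected plate score outside the 99.7% band of the plate's sample wells, on either side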
Target sequence (P21728 whole entry, looked up): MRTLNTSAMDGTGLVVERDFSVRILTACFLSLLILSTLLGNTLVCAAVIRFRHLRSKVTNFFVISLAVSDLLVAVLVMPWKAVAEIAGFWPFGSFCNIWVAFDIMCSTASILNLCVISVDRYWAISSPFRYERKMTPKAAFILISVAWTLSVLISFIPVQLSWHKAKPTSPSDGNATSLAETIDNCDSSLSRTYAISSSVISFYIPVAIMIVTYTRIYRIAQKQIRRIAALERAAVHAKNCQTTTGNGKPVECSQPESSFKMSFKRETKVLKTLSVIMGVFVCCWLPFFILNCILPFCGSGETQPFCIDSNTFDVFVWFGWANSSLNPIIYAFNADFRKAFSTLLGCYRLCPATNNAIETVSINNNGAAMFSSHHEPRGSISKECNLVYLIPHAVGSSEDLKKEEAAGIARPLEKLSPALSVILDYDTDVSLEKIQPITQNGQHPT
E coli RNAP: inhibitors of Escherichia coli RNA polymerase; P0A8V2; E. coli RNA polymerase, fluorescence transcription assay; inhibition, %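 (tested at 10 µM)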; 62,000 tested, 0.2% active; in the data active means inhibition above about 20%;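 further: 0% = enzyme without compound and 100% = no enzyme blank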
Starred values were filed as active, the others as inactive; x = no result given.

entry	SMILES	DUSP1 inh	CatB mixtures	AP ELISA ortho	Cdc25B block	D1 mod	CatB inh	Hsp90 block	Ecoli tolC	E coli RNAP
1	CCOC(=O)CC(=O)CSc1nc2c(sc(=S)n2-c2ccccc2)c(=O)[nH]1	8	7	11	-13	0.017	-3	-1	25	5
2	CCOC(=O)c1cc2ccc(OC)c(OC)c2c(=O)s1	-9	5	5	5	1.5	3	1	-5	5
3	O=C(COc1ccc(Cl)cc1)NCc1nnc(SCC(=O)c2ccccc2)o1	-18	5	10	-4	-0.27	1	0	-5	1
4	O=C(Nc1ccc2c(c1)OCO2)C1CCCN1C(=O)Nc1ccccc1F (stereo not drawn)	6	2	13	-11	0.11	2	-1	-15	6
5	CCC(C)n1cnc2c(c1=O)c1nc3ccccc3nc1n2-c1ccc2c(c1)OCCO2 (stereo not drawn)	27	4	14	2	0.0098	-4	0	-19	0
6	Cc1cc(C2=CC(C)(c3cc(C)oc3C)Nc3nc(C(F)(F)F)nn32)c(C)o1 (stereo not drawn)	31	0	10	14	0.088	2	0	5	2
7	COc1cc(C2c3c(oc4ccc(C)cc4c3=O)C(=O)N2c2cc(C)ccn2)cc(OC)c1OC (stereo not drawn)	4	5	7	-8	x	4	-2	-20	10
8	COC(=O)c1cc2occc2n1CC(=O)N(C)C1CCCCC1	5	2	15	-7	2.3	0	-3	4	2
9	Cc1ccc(CS(=O)(=O)CCC(=O)NCCN2CCCC2)cc1	-8	6	10	0	0.28	2	1	10	5
10	CC12CCC(C(N)=O)(c3nc4ccccc4nc31)C2(C)C (stereo not drawn)	13	7	16	-2	-0.57	-1	-3	-2	5
11	CCOC(=O)C1CCN(C(=O)CNC(=O)OC(C)(C)C)CC1	15	-2	-6	0	0.43	1	3	-17	4
12	CCCN(CC1CC1)C(=O)Nc1ccccc1C	-14	2	0	1	0.37	3	-2	-6	-8
13	CCCOC(=O)/C(C(N)=NCc1ccccc1)=C(\O)OCCC	6	4	2	-15	-0.061	3	-1	62*	-8
14	COC(=O)COc1cccc(NS(=O)(=O)c2ccc(NC(C)=O)cc2)c1	-3	-7	-8	-5	-0.2	-3	3	-10	3
15	Cc1coc2cc3oc(=O)c4c(c3cc12)CCCC4	10	3	-1	1	0.033	3	-2	17	3
16	COc1ccc(CCC2(C)NC(=O)NC2=O)cc1 (stereo not drawn)	0	-1	-9	-13	0	-2	-1	-7	6
17	CC(C)CNC(=O)CN(C1CCCCC1)S(=O)(=O)c1ccccc1	5	4	20	-11	0.019	-4	x	-2	0
18	CCCn1c(C)nc2c(c1=O)c1nc3ccccc3nc1n2CCC1=CCCCC1	31	4	13	1	1.6	1	-5	12	1
19	COC(=O)C(NC(=O)c1ccccc1)(Nc1nccs1)C(F)(F)F (stereo not drawn)	-42	x	x	-16	0.46	0	5	10	x
20	CC(C)(C)c1ccc(OCc2nc(-c3ccccn3)no2)c(Br)c1	10	-5	2	-16	-3.1	2	-2	100*	8
21	COC(=O)C1(S(=O)(=O)c2cccc3nsnc23)CC1	29	4	13	-2	-0.15	7	-3	-13	-4
22	Cc1cc(C(=O)Nc2sc3c(c2C#N)CCC3)no1	24	6	8	3	-1.6	5	-11	11	13
23	O=C(CSc1nnc2sc3ccccc3n12)NCc1ccc2c(c1)OCO2	5	-1	13	2	-0.0052	4	1	2	4
24	O=C1Nc2ccc(Br)cc2C1(O)Cc1ccncc1 (stereo not drawn)	8	7	-10	1	x	4	-9	-13	9
25	CC(C)(C)NC(=O)c1ccc2nccnc2c1	-28	-1	-7	-2	-0.057	1	-7	-14	9

Further results follow.
entry	SMILES	DUSP1 inh	CatB mixtures	AP ELISA ortho	Cdc25B block	D1 mod	CatB inh	Hsp90 block	Ecoli tolC	E coli RNAP
26	FC(F)(F)c1cccc(Nc2ncnc3ccccc23)c1	8	1	14	-10	-0.15	2	x	33	4
27	CCC1(CC)NC(=O)N(CC(=O)OCn2nnc3ccccc3c2=O)C1=O	-4	-1	16	7	-0.74	0	-1	-1	-5
28	CCOc1ccc2nc(NC(=O)CSc3nc4ccccc4c(=O)n3Cc3ccco3)sc2c1	15	-2	16	-7	-1.6	0	-4	11	-2
29	COCCNc1oc(-c2ccc(Cl)cc2)nc1C#N	-24	x	x	23	0.62	-2	-4	-1	-15
30	CCCCCC(=O)N1CCN(c2ccc(C(C)=O)cc2F)CC1	-4	4	17	-11	3	-2	-3	-1	6
31	C=CCn1c(SCC(=O)Nc2ccc3c(c2)OCO3)nnc1-c1ccccc1	7	2	18	4	-0.65	-3	-2	11	5
32	Clc1ccccc1CSc1nnc(-c2ccccn2)n1Cc1ccco1	8	2	-2	-14	-1.6	2	x	91*	5
33	CCCc1cc(N2CCCC2)n2nc(C)c(-c3ccccc3)c2n1	5	-1	4	1	x	-8	0	33	-8
34	CCN(CC)C(=O)COC(=O)c1ccc(O)cc1	2	6	1	-16	-1.2	12	-2	11	6
35	N#Cc1nc(-c2ccco2)oc1NCCCn1ccnc1	-13	2	9	-8	1.1	-6	0	-14	-1
36	NC(=O)C1CCN(Cc2nc(-c3ccccc3)no2)CC1	17	0	1	2	0.64	0	-3	-5	-1
37	CCOC(=O)N1CCN(C(=O)CCN2C(=O)COc3ccccc32)CC1	-6	0	3	-23	-0.44	4	-1	-3	4
38	O=C(NCC1CCCO1)C1CCN(S(=O)(=O)c2cccc3cccnc23)CC1 (stereo not drawn)	-8	-3	6	-11	-0.68	4	-1	-14	8
39	COC(=O)c1ccc2c(=O)n(CCCN3CCOCC3)c(=S)[nH]c2c1	4	2	8	-5	-0.026	3	-12	0	3
40	O=C(O)c1n[nH]c2ccccc12	9	4	-10	-12	-0.92	5	x	2	5
41	O=C1CC(N2CCC(c3nc4ccccc4s3)CC2)C(=O)N1 (stereo not drawn)	-4	-9	14	6	-0.29	2	-9	-9	7
42	COc1cccc(C2C=C(c3ccc(Br)s3)Nc3ncnn32)c1OC (stereo not drawn)	29	6	23	11	-0.68	-3	-7	40	-2
43	CCOC(=O)Cc1c(C)nc2cc(-c3ccc(C)cc3)[nH]n2c1=O	4	0	-1	5	0.023	5	-1	17	11
44	CCCn1nnc(NC(=O)c2cccc(OCC)c2)n1	19	-2	-1	-2	-1.5	0	0	-8	7
45	O=C(O)CCc1nn2c3ccccc3nc2n(CCN2CCCCC2)c1=O	5	3	-2	19	-0.26	3	0	-18	3
46	COc1ccc(CN2CCC(=O)NC2=O)cc1	-9	x	x	4	x	-5	-4	11	x
47	CSc1cccc(NC(=O)C2CCN(S(=O)(=O)c3ccc(F)cc3)CC2)c1	4	-3	9	1	x	-3	-1	10	-5
48	CCOC(=O)N1CCN(C(=O)Cn2ccc3ccccc3c2=O)CC1	7	-3	23	2	0.14	-4	-2	-13	-5
49	COc1ccc(Br)cc1CNc1ccc(O)cc1	0	3	16	4	-0.63	5	21	23	9
50	O=C(CCCn1c(=O)c2ccccc2n(Cc2ccccc2)c1=O)NCc1ccco1	9	36	23	-6	3*	-8	-6	8	-1

The results go on:
entry	SMILES	DUSP1 inh	CatB mixtures	AP ELISA ortho	Cdc25B block	D1 mod	CatB inh	Hsp90 block	Ecoli tolC	E coli RNAP
51	Cn1c(NC(=O)c2cc(Br)ccc2Cl)cc(=O)n(C)c1=O	11	-7	-1	-2	0.18	-4	-4	6	4
52	Cn1c(=O)[nH]c(=O)c2c1nc(CN1CCN(c3cccc(Cl)c3)CC1)n2CCc1ccccc1	29	4	3	-2	0.62	3	-1	8	-13
53	O=c1oc2c3c4c(cc2s1)CCCN4CCC3	2	8	30	16	0.45	4	69*	29	3
54	CC(C)(C)Nc1nc(Oc2ccc(=O)n(-c3ccccc3)n2)nc(N2CCOCC2)n1	3	0	9	7	x	-1	0	30	3
55	COc1ccc(S(=O)(=O)N2CCN(c3ccc4nnc(-c5ccc(F)cc5)n4n3)CC2)cc1	36	4	0	-1	1.8	6	0	22	1
56	COc1ccc(CCNC(=O)NC(C(F)(F)F)C(F)(F)F)cc1OC	-2	5	12	6	-0.11	1	2	-4	8
57	COc1ccc(NC(=O)CN2CCN(c3ccccc3F)CC2)cc1	20	9	19	-26	0	-3	2	0	-1
58	CN(C)c1ccc2c(O)cc(=O)n(C)c2c1	-6	-2	10	3	0.78	3	x	0	4
59	CCCCNC(=O)C1CCCN1C(=O)Nc1cccc(OC)c1 (stereo not drawn)	2	-1	31	-16	30*	0	-3	-20	1
60	O=C(Nc1cccc(C(F)(F)F)c1)c1cc(S(=O)(=O)N2CCCCC2)ccc1N1CCOCC1	0	5	14	-3	1.5	0	x	41	7
61	Cc1cc(NC(=O)CCC(=O)N(CC(=O)NC2CCCC2)Cc2ccccc2Cl)no1	12	-4	11	-3	0.31	-5	-1	8	-2

Given in transposed form: entries from further up.
49. COc1ccc(Br)cc1CNc1ccc(O)cc1
50. O=C(CCCn1c(=O)c2ccccc2n(Cc2ccccc2)c1=O)NCc1ccco1
51. Cn1c(NC(=O)c2cc(Br)ccc2Cl)cc(=O)n(C)c1=O
52. Cn1c(=O)[nH]c(=O)c2c1nc(CN1CCN(c3cccc(Cl)c3)CC1)n2CCc1ccccc1
53. O=c1oc2c3c4c(cc2s1)CCCN4CCC3
54. CC(C)(C)Nc1nc(Oc2ccc(=O)n(-c3ccccc3)n2)nc(N2CCOCC2)n1
55. COc1ccc(S(=O)(=O)N2CCN(c3ccc4nnc(-c5ccc(F)cc5)n4n3)CC2)cc1
56. COc1ccc(CCNC(=O)NC(C(F)(F)F)C(F)(F)F)cc1OC

assay / entry,49,50,51,52,53,54,55,56
DUSP1 inh,0,9,11,29,2,3,36,-2
CatB mixtures,3,36,-7,4,8,0,4,5
AP ELISA ortho,16,23,-1,3,30,9,0,12
Cdc25B block,4,-6,-2,-2,16,7,-1,6
D1 mod,-0.63,3*,0.18,0.62,0.45,x,1.8,-0.11
CatB inh,5,-8,-4,3,4,-1,6,1
Hsp90 block,21,-6,-4,-1,69*,0,0,2
Ecoli tolC,23,8,6,8,29,30,22,-4
E coli RNAP,9,-1,4,-13,3,3,1,8

57. COc1ccc(NC(=O)CN2CCN(c3ccccc3F)CC2)cc1
58. CN(C)c1ccc2c(O)cc(=O)n(C)c2c1
59. CCCCNC(=O)C1CCCN1C(=O)Nc1cccc(OC)c1 (stereo not drawn)
60. O=C(Nc1cccc(C(F)(F)F)c1)c1cc(S(=O)(=O)N2CCCCC2)ccc1N1CCOCC1
61. Cc1cc(NC(=O)CCC(=O)N(CC(=O)NC2CCCC2)Cc2ccccc2Cl)no1

assay / entry,57,58,59,60,61
DUSP1 inh,20,-6,2,0,12
CatB mixtures,9,-2,-1,5,-4
AP ELISA ortho,19,10,31,14,11
Cdc25B block,-26,3,-16,-3,-3
D1 mod,0,0.78,30*,1.5,0.31
CatB inh,-3,3,0,0,-5
Hsp90 block,2,x,-3,x,-1
Ecoli tolC,0,0,-20,41,8
E coli RNAP,-1,4,1,7,-2

Reprinted at random: 2 records from the list
entry	SMILES	DUSP1 inh	CatB mixtures	AP ELISA ortho	Cdc25B block	D1 mod	CatB inh	Hsp90 block	Ecoli tolC	E coli RNAP
59	CCCCNC(=O)C1CCCN1C(=O)Nc1cccc(OC)c1 (stereo not drawn)	2	-1	31	-16	30*	0	-3	-20	1
58	CN(C)c1ccc2c(O)cc(=O)n(C)c2c1	-6	-2	10	3	0.78	3	x	0	4

Assay outcomes (PubChem BioAssay)
